# MITF primary – human MITF inhibition, primary screen | O75030 | AlphaScreen MITF homodimerization, bead proximity signal | inhibition, % at 2.6 µM | hit rate 0.91% among 650,000; in the data active means inhibition above about 50%;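 further: 0% = vehicle wells with protein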
# Target sequence (O75030 whole entry, looked up): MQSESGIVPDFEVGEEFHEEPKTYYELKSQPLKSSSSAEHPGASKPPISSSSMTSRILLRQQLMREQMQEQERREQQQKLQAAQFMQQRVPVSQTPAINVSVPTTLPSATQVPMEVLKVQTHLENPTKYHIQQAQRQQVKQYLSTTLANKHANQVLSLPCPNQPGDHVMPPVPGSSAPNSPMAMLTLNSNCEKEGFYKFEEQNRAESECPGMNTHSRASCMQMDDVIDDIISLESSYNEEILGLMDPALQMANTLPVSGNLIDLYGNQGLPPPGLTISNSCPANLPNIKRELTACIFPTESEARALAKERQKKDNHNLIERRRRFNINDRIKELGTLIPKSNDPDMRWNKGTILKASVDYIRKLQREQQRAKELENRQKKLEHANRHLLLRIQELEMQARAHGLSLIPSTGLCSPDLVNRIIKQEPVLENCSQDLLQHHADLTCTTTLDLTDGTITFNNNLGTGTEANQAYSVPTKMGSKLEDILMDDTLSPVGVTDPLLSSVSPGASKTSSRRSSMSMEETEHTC
# FBW7 activator – activators of human E3 ligase FBW7. normalized activity (activation), % at 26.1 µM. Q969H0. AlphaScreen FBW7–phospho-cyclin E peptide binding, activator screen. hit rate 0.13% among 650,000; in the data active means normalized activity above about 1.9%;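 further: purified mutant Fbw7 with reduced substrate affinity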
# TEAD-YAP block – TEAD-YAP interaction inhibition | HEK-TIYL cells, TEAD-Gal4/YAP UAS-luciferase luminescence | inhibition, % at 9.12 µM | hit rate 1.4% among 640,000 | AID 1259422; in the data active means inhibition above about 32%;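 further: 0% = median of test compound wells and 100% = reference inhibitor wells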
# GPR151 activ – human GPR151 activation. Q8TDV0. PathHunter beta-arrestin GPR151 cells, luminescence. activation, % at 11.2 µM. hit rate 1% among 650,000. AID 1508602; in the data active means activation above about 4.9%;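 further: 0% = median of compound wells and 100% = cells with positive control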
# Target sequence (Q8TDV0 whole entry, looked up): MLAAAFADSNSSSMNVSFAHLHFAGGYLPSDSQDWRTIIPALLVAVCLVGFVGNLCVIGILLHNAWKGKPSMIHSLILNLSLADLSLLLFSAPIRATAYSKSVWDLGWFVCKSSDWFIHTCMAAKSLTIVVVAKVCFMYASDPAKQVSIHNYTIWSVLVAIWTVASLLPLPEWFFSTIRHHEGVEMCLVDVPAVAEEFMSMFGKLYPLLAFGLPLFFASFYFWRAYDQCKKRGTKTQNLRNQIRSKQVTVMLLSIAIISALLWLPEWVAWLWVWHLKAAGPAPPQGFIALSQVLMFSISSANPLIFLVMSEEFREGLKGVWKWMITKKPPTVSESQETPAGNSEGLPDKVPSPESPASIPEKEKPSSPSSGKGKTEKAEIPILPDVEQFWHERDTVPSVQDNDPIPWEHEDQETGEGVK
# An asterisk follows results filed as active.
SMILES,MITF primary,FBW7 activator,TEAD-YAP block,GPR151 activ
COc1cccc(CC(=O)NC(CC(C)C)c2nc3cccnc3n2C)c1 (centres undefined),1.1,0.2,13.9,0.5
CCOC(=O)C1(Cc2ccc(Cl)cc2)CCN(CC(O)CO)CC1 (centres undefined),5.1,0.0,2.5,3.6
CCn1c(CSCc2ccc(F)cc2)nnc1SCC(=O)Nc1nc(C)cs1,-11.1,0.1,9.3,0.2
CCCOc1ccc(/C=N/NC(=O)CSc2nc(C)cc(C)n2)cc1OCC,2.8,0.4,7.3,0.6
COc1ccc(N=c2oc3ccc(Br)cc3cc2C(N)=O)cc1,-3.8,0.0,-6.5,4.1
Cc1ccc2c(COC(=O)c3ccc(Cl)cc3N)cc(=O)oc2c1,-12.1,0.0,-1.4,2.7
COc1ccc(Cl)cc1N1CC(C(=O)Nc2nnc(C)s2)CC1=O (centres undefined),13.2,0.2,-6.2,-0.7
CCOC(=O)c1c(NC(=O)C(F)(OC)C(F)(F)F)sc(C(=O)Nc2ccccc2)c1C (centres undefined),-6.9,-0.2,-42.0,2.1
CCC1=NN2C(=N)/C(=C/c3cccs3)C(=O)N=C2S1,-11.4,0.1,2.7,-0.3
O=C(CCN1CCN(C/C=C/c2ccccc2)CC1)Nc1ccc(Cl)cc1,0.3,-0.2,-1.3,-0.1
CCOc1ccc(NC(=O)c2nc(SC)ncc2Cl)c([N+](=O)[O-])c1,3.4,0.2,-0.6,1.2
Cc1ccccc1-n1nc2c(c1NC(=O)c1ccc(Cl)cc1)CSC2,-20.8,0.0,7.6,1.1
COc1ccc2oc(=O)c(-c3csc(Nc4ccc(C(F)(F)F)cc4)n3)cc2c1,14.5,0.5,11.3,-0.8
C=C(C)CNC(=S)N/N=C/c1ccccc1C(=O)O,-2.1,-0.2,8.7,-0.2
CCCCOc1ccc(C(=O)Nc2nnc(C)s2)cc1,-0.6,0.1,-17.1,3.6
COC(=O)c1c(NC(=O)C(C)Oc2ccc(F)cc2)sc(C(C)=O)c1C (centres undefined),2.9,0.1,16.0,2.6
CC1CN(C(=O)N2CCC(C(=O)Nc3cccc(F)c3)CC2)c2ccccc2O1 (centres undefined),-3.9,0.1,7.7,3.7
COC(=O)COc1ccc(S(=O)(=O)NC(C)c2ccccc2)cc1 (centres undefined),8.3,0.0,-5.0,0.1
COc1ccc(CC(=O)N2CCN(C(=O)c3ccco3)CC2)cc1,4.6,0.1,2.5,-0.4
Cc1ccc(C)c(CSc2nc(=O)n(CCO)c3c2CCC3)c1,12.7,-0.1,-9.5,0.0
O=C(c1ccc(N2C(=O)CCC2=O)cc1)N1CCc2ccccc2C1,-9.2,0.1,6.3,1.5
O=C(CSCC(=O)Nc1ccccc1)NCc1ccco1,11.9,0.0,1.4,-0.8
COc1ccc(N=C2C(=O)N(CN3CCCCC3)c3ccccc32)c(OC)c1,-0.7,0.0,-25.2,1.3
CC1C2Oc3ccccc3C1Oc1ccccc12 (centres undefined),4.8,0.0,-3.8,0.7
CCOc1ccc(N2C(=O)/C(=C/C3C(=O)N(c4ccccc4)N=C3C)C(=O)NC2=S)cc1 (centres undefined),7.6,-0.1,-4.9,0.4
COC(=O)C1=CN(Cc2ccc(F)cc2)C=C(C(=O)OC)C1c1cccs1,1.4,0.8,-10.0,-1.5
O=C1C2C3c4ccccc4C(c4ccccc43)C2C(=O)N1CC12CC3CC(CC(C3)C1)C2 (centres undefined),18.7,0.9,2.3,0.0
COc1cccc(NC(=O)N2CCC3(CC2)CC(=O)c2ccccc2O3)c1,3.6,0.0,-13.2,3.4
CN1CCN(C(=O)CN(c2ccccc2[N+](=O)[O-])S(=O)(=O)c2ccccc2)CC1,6.8,0.1,15.3,0.1
COc1ccc(NC(=O)CN(c2ccc(C)c(Cl)c2)S(C)(=O)=O)cc1Cl,9.2,0.2,-8.9,-0.3
Cc1cc(C)n2nc(SCC(=O)N3CCCC3)nc2n1,9.4,0.2,4.5,0.1
CC1=C(C(=O)N2CCC(CCC(=O)N(C)Cc3ccccc3)CC2)OCCO1,-0.7,-0.1,-11.8,-0.9
O=S(=O)(c1ccc(-c2ccccc2)cc1)N1CCSC1c1ccccc1Cl (centres undefined),14.2,0.0,-0.6,-1.0
CCCCNS(=O)(=O)c1ccc(S(=O)(=O)NC2CCC(C)CC2)cc1 (centres undefined),20.2,-0.1,-22.7,0.8
Nc1nonc1C(=O)NN1C(=O)c2ccccc2C1=O,3.3,0.0,-3.5,0.6
CC(=O)NS(=O)(=O)c1ccc(N/C=c2\c(C)c(C#N)c3nc4ccccc4n3c2=O)cc1,6.3,0.0,-6.9,-0.5
COc1ccccc1-n1c(SCC(=O)NCCc2ccccc2)nnc1-c1ccncc1,-1.6,-0.1,-1.3,0.8
CCCCC(=O)NCc1cccc(CNC(=O)CCCC)c1,-3.4,0.0,-0.1,1.1
CCC(C)NS(=O)(=O)c1ccc(F)c(C(=O)Nc2ccc(C(F)(F)F)cc2)c1 (centres undefined),-0.8,0.8,-1.0,-1.4
O=C(c1ccccc1)c1ccc2c3c(cccc13)C(=Nc1ccccc1)NC2=O,11.0,-0.1,-1.9,-0.3
COCCCNC(=O)/C(C#N)=C/c1c(Oc2ccc(F)cc2)nc2ccccn2c1=O,3.5,0.0,-28.0,-6.3
CCN(CC)CCN1C(=O)C2C(C(=O)Nc3ccc(Oc4ccccc4)cc3)C3C=CC2(O3)C1C(=O)NC1CCCCC1 (centres undefined),3.9,0.1,5.7,-0.9
O=C1c2cccc3cccc(c23)C(=O)N1Nc1ccccc1[N+](=O)[O-],-0.9,-0.2,0.9,4.6
CN1CCN(C(=O)c2ccc(-c3nc(NCc4cccnc4)c4ncn(-c5ccsc5)c4n3)cc2)CC1,-8.2,0.3,-4.0,-0.6
Clc1ccccc1/C=C/c1nc(-c2ccncc2)no1,4.0,0.1,26.7,-2.7
Cc1ccc(NC(NC(=O)c2ccco2)C(=O)c2ccccc2)c(C)c1 (centres undefined),6.3,0.4,11.6,0.7
CC1(C)CC(NC(=O)c2scc3c2CCCC3)CC(C)(C)N1,5.1,-0.1,12.1,-0.7
Cc1[nH]c2ccccc2c1SCC(=O)N1CCc2ccccc21,14.0,0.1,-14.9,0.6
C=CCc1c(C)nc(-c2ccccc2)nc1Nc1ccccc1O,1.6,-0.2,-14.9,1.2
CCOc1cc(/C=N/NC(=O)C(=O)Nc2cc(C)ccc2C)ccc1O,22.6,0.0,20.1,-0.9
CCCCCCOc1ccc(/C=C/C(=O)Nc2nccs2)cc1OC,-14.8,-0.6,1.1,0.2
O=C(Nc1cccc(Cl)c1)c1ccc(Oc2ccc(C(=O)Nc3cccc(Cl)c3)cc2)cc1,4.3,0.1,-6.3,-0.7
Cc1cccc2c(C(=O)OCC(=O)c3cccc([N+](=O)[O-])c3)cc(-c3ccc(Br)cc3)nc12,-1.5,0.0,13.3,-0.1
COc1ccc(OC)c(C2NC(=O)NC(C)=C2C(=O)Nc2ccc(Cl)cc2)c1 (centres undefined),-17.3,-0.1,1.1,-1.6
Cc1ccc(S(=O)(=O)N(CC(N)=O)Cc2ccc(Cl)c(Cl)c2)cc1,-0.4,0.0,3.8,0.2
CCOC(=O)c1c(C)n(S(=O)(=O)c2ccc(OCC)cc2)c2ccc(NS(=O)(=O)c3ccc(OCC)cc3)cc12,-0.4,0.1,2.9,0.4
CCOC(=O)N1CCc2c(sc(NC(C)=O)c2C(=O)Nc2ccc(OC)cc2OC)C1,5.1,0.0,11.4,-0.7
CCOc1ccc2nc(SC3CC(=O)N(c4ccc(C)c(C)c4)C3=O)sc2c1 (centres undefined),14.5,0.0,-9.1,1.7
COc1cc2c(cc1OC)-c1c(oc3cc(O)cc(O)c3c1=O)CO2,17.5,-0.1,-19.5,1.1
O=C(NCC(O)c1ccc(Cl)cc1)c1cccc(-c2ccc3cnccc3c2)c1 (centres undefined),23.1,-0.2,-5.5,-1.2

# Five entries from above, with bars between the fields:
molecule | MITF primary | FBW7 activator | TEAD-YAP block | GPR151 activ
COc1ccc(OC)c(C2NC(=O)NC(C)=C2C(=O)Nc2ccc(Cl)cc2)c1 (centres undefined) | -17.3 | -0.1 | 1.1 | -1.6
Cc1ccc(S(=O)(=O)N(CC(N)=O)Cc2ccc(Cl)c(Cl)c2)cc1 | -0.4 | 0.0 | 3.8 | 0.2
CCOC(=O)c1c(C)n(S(=O)(=O)c2ccc(OCC)cc2)c2ccc(NS(=O)(=O)c3ccc(OCC)cc3)cc12 | -0.4 | 0.1 | 2.9 | 0.4
CCOC(=O)N1CCc2c(sc(NC(C)=O)c2C(=O)Nc2ccc(OC)cc2OC)C1 | 5.1 | 0.0 | 11.4 | -0.7
CCOc1ccc2nc(SC3CC(=O)N(c4ccc(C)c(C)c4)C3=O)sc2c1 (centres undefined) | 14.5 | 0.0 | -9.1 | 1.7

# Next entries follow.
SMILES,MITF primary,FBW7 activator,TEAD-YAP block,GPR151 activ
Cc1cc(C)c(C#N)c(SCC(=O)c2ccc(O)c(O)c2)n1,-1.3,0.5,-30.9,-1.2
O=C1OC(c2cccc3ccccc23)=N/C1=C/c1cccs1,9.6,0.0,3.0,0.9
O=C(CN1C(=O)C2C3CC(c4ccccc4)C(C3)C2C1=O)Nc1ccc(F)cc1 (centres undefined),4.9,-0.2,10.3,3.1
Cc1ccc(C)c(NC(=O)c2cc3ccccc3oc2=O)c1,5.5,0.0,-20.1,1.4
O=C(Cn1ncc2ccccc21)Nc1ccccc1Br,15.7,0.6,-4.2,-2.5
CCCCn1c(=N)c(C(=O)NC(C)c2ccccc2)cc2c(=O)n3ccccc3nc21 (centres undefined),19.1,0.1,-4.9,-2.3
COC(=O)Cn1nc(-c2ccccc2)n(-c2ccccc2)c1=S,14.6,-0.1,10.7,0.7
CCc1nccn1CC1CCN(C(=O)C(C)(C)C)CC1,-0.9,0.1,3.9,0.3
O=C1NC2(Nc3sc4c(c31)CCCC4)C(=O)Nc1ccccc12 (centres undefined),1.4,0.0,-11.1,-0.5
O=C(Nc1cccc(Cl)c1)C1C2C=CC3(O2)C1C(=O)N(CCCN1CCC(Cc2ccccc2)CC1)C3C(=O)NC1CCCCC1 (centres undefined),-6.4,-0.2,-3.3,-0.2
CCOC(=O)C1C(=O)CC(C)(O)C(C(=O)OCC)C1c1ccc(N(C)C)cc1 (centres undefined),-3.6,0.0,-3.3,0.2
Cn1cccc1CN(Cc1cccs1)C(=O)CCCc1ccccc1,0.1,-0.1,-15.3,-1.6
C(=NCCCn1ccnc1)c1ccc2c(c1)OCO2,-6.5,-0.4,-1.0,1.7
COc1cc(CNCCc2ccccc2F)ccc1OCC(=O)N1CCCCC1,-14.1,-0.1,0.3,0.6
O=C(N/N=C/c1ccc([N+](=O)[O-])c(O)c1)c1ccccc1,8.3,0.0,-37.8,-3.8
Cc1cccc([N+](=O)[O-])c1NC(=O)c1ccc([N+](=O)[O-])cc1,0.8,-0.2,-1.6,0.2
Cc1ccc(-c2nnn(CC(=O)N3CCCc4ccccc43)n2)o1,-0.7,0.0,3.4,-0.7
CCOc1ccccc1NC(=O)C1CC(=O)N(c2ccccc2)C1 (centres undefined),7.7,0.0,0.0,-0.3
COC(=O)c1cnc(Nc2ccc(C)c(F)c2)c2ccccc12,11.0,0.8,11.2,-0.2
CCC(=O)N1CCc2cc(Br)cc(S(=O)(=O)N(CC)CC)c21,16.8,0.1,7.9,-0.9
CCOc1cc2nc3c4cc(Br)ccc4n(CCC(C)C)c3nc2cc1OCC,-4.8,-0.2,-2.9,-0.3
CC(C)c1nc(C(=O)N2CCCC(N3CCOCC3)C2)cs1 (centres undefined),-6.5,0.1,5.2,6.7*
CCOC(=O)C1=C(C(=O)OCC)SC(=C2C(=S)C(C)(C)N(C(=O)c3ccc(C(C)(C)C)cc3)c3ccc(OC)cc32)S1,13.6,0.2,-6.3,-0.5
CC1CCCN(C(=O)CSc2nnc3n(C4CCCC4)c(=O)c4ccccc4n23)C1 (centres undefined),-1.0,-0.1,14.0,4.0
O=C1CC(=O)c2ccc3c4c(ccc1c24)C(=O)CC3=O,12.3,-0.4,-9.2,-0.4
O=c1c2ccccc2nc(-c2ccco2)n1CCN1CCOCC1,-4.9,-0.1,3.5,-1.1
COc1ccc(NC(=O)c2cc(OC)c(OC)c(OC)c2Br)cc1OC,-2.0,0.1,7.3,-1.3
CCOc1cc(C(=S)N2CCCC2)ccc1OCc1ccccc1F,7.9,0.3,15.1,-0.8
CCOc1ccc(N(C(C)C(=O)NC2CCCCCC2)S(C)(=O)=O)cc1 (centres undefined),-4.1,0.1,-8.6,-1.0
CCOC(=O)C1=C(C)Nc2ncnn2C1c1ccccc1OC (centres undefined),9.0,0.1,-6.5,3.7
COC(=O)C1=CN(CCOc2ccccc2)C=C(C(=O)OC)C1c1ccc(Cl)cc1,-1.5,0.3,4.2,0.6
O=C1NC(=O)N(C2CCCCC2)C(=O)/C1=C\c1ccc([N+](=O)[O-])cc1,8.6,0.0,5.5,-0.7
Clc1cc(Cl)c2c(c1)C1C=CCC1C(c1ccccc1)N2 (centres undefined),12.4,0.1,9.7,-0.1
Cc1c(C(=O)Nc2c(F)cc(F)cc2Br)sc2ncnc(N3CCN(c4ccccn4)CC3)c12,5.3,0.0,-2.6,-1.4
CCCC(=O)Nc1ccc(S(=O)(=O)Nc2nccc(C)n2)cc1,17.7,0.2,-1.6,-0.7
O=C(CCCN1C(=O)c2cccc3cccc(c23)C1=O)N1CCN(c2ccc(F)cc2)CC1,3.2,0.1,9.8,1.4
CCN(CC)S(=O)(=O)c1ccc(NC(=O)COC(=O)c2cc(=O)[nH]c(=O)[nH]2)cc1,-12.4,0.1,-6.5,-1.3
COc1ccc(Cc2noc(Cc3ccc(Cl)cc3)n2)cc1,2.4,0.2,-34.2,0.7

# A run of entries from the list above:
SMILES,MITF primary,FBW7 activator,TEAD-YAP block,GPR151 activ
CCN(CC)S(=O)(=O)c1ccc(NC(=O)COC(=O)c2cc(=O)[nH]c(=O)[nH]2)cc1,-12.4,0.1,-6.5,-1.3
COc1ccc(Cc2noc(Cc3ccc(Cl)cc3)n2)cc1,2.4,0.2,-34.2,0.7

# Assay outcomes from PubChem.
